CHO-K1 Ca antag: counter-screen for M1 antagonists: effect in parental CHO-K1 cells. 360,000 tested, 0.6% active. ATP-induced calcium, Fluo-8 fluorescence. inhibition, % at 3 µM;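 active = inhibition above a per-plate cutoff, the plate's mean sample inhibition plus 3 SD, cut at about 24% in these data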;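 also: 0% = DMSO plus EC80 ATP and 100% = DMSO alone without ATP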
CHRM1 PAM: positive allosteric modulators of human M1 muscarinic receptor; P11229; 360,000 tested, 0.088% active; activation, % at 3 µM; CHO-K1 hM1, Fluo-8 calcium fluorescence, ACh EC20; 0% = ACh EC20, 100% = maximal ACh; in the data active = activation above about 19%, passing the limit was not always enough
M4 ag: CHRM4 agonism in calcium assay; P08173; CHO-K1 hM4/Gqi5, Fluo-8 calcium fluorescence; vehicle 0%, full acetylcholine response 100%; activation, % at 3 µM; 360,000 tested, 0.14% active; AID 624127;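 active = activation above the run mean over all test wells plus 3 SD, cut at about 32% in these data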;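 also: peak over basal fluorescence ratio per well then scaled between controls; 0% = DMSO wells and 100% = acetylcholine at EC100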
Target sequence (P08173 whole entry, looked up): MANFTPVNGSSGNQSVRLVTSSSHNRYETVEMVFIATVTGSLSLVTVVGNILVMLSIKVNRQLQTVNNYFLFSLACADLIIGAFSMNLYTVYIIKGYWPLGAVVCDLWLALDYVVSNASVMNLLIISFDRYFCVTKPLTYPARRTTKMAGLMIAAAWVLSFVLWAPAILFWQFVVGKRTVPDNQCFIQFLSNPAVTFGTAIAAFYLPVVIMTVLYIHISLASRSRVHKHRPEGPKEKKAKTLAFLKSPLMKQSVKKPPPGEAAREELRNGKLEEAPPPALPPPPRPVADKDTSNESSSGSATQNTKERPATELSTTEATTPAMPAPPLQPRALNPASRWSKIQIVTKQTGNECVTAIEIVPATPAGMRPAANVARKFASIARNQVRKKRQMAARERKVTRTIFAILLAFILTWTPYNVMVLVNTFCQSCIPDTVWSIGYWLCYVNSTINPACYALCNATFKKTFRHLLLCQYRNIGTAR
CHO parental Ca: signal in parental CHO cells, OX1R antagonist counter-screen. 330,000 tested, 0.63% active. inhibition, % at 5.6 µM. parental CHO-K1, ATP-induced calcium, Fluo-8 fluorescence;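 active = inhibition above that plate's mean sample inhibition plus 3 SD, cut at about 26% in these data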;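 also: 0% = ATP-challenged DMSO wells and 100% = DMSO wells without ATP; some compounds past the cut are filed as inactive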
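Measured by: calcium-sensitive Fluo-8 fluorescence / Test system: CHO parental line / Controls: ATP-challenged DMSO wells low, unchallenged DMSO wells high / Measure: % inhibition / Compound: single nominal dose of 5.6 µM per compound / Replicates: single well per compound, no replicates / Reagent: ATP as calcium-mobilizing challenge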
M1 antag: antagonists of human M1 muscarinic receptor; CHO-K1 hM1, Fluo-8 calcium fluorescence, ACh EC80 antagonist; P11229; AID 588852; inhibition, % at 3 µM; 360,000 tested, 1.3% active;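 active = percent inhibition above its own plate's cutoff, namely the mean of that plate's compound wells plus 3 SD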;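 also: peak over basal fluorescence ratio during 140 s after agonist addition; 0% = ACh EC80 plus DMSO and 100% = DMSO alone without agonist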
CHO-K1 Ca ag: nonselective activator or artifact in parental CHO-K1 cells | activation, % at 3 µM | Fluo-8 calcium fluorescence; scaled to maximal ATP response, vehicle zero | 360,000 tested, 0.48% active; in the data active = activation above about 15%;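 also: untransfected CHO-K1 host cells lacking M1 receptor as counterscreen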
CHRM4 antagonist: CHRM4 antagonism in calcium assay | P08173 | CHO-hM4 cells, ACh EC80, Fluo-8 calcium fluorescence | inhibition, % at 3 µM | 360,000 tested, 0.73% active;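 active = inhibition above its plate's cutoff, the mean inhibition of sample wells plus 3 SD, cut at about 27% in these data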;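 also: 0% = acetylcholine EC80 with DMSO and 100% = DMSO without agonist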
M1 ag: human M1 muscarinic receptor agonism | activation, % at 3 µM | 360,000 tested, 0.33% active | CHO-K1 hM1, Fluo-8 calcium fluorescence, agonist mode; 0% DMSO, 100% acetylcholine EC100;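 active = activation above the run's mean compound activation plus 3 SD, cut at about 16% in these data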;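 also: peak over basal fluorescence ratio within a 140 s kinetic read after compound addition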
OXTR potentiator: potentiators of human oxytocin receptor | CHO-OTR cells, Fluo-8 calcium fluorescence, potentiator mode; 0% = oxytocin EC15, 100% = EC100 | AID 2445 | activation, % at 3 µM | P30559 | 320,000 tested, 0.061% active;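 active = activation above that plate's cutoff, the mean activation of tested compounds plus 3 SD, cut at about 6.6% in these data, passing the limit was not always enough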;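 also: 100% uses oxytocin at 75 nM as the full agonist control; some results filed as inactive read as strong as hits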
Target sequence (P30559 whole entry, looked up): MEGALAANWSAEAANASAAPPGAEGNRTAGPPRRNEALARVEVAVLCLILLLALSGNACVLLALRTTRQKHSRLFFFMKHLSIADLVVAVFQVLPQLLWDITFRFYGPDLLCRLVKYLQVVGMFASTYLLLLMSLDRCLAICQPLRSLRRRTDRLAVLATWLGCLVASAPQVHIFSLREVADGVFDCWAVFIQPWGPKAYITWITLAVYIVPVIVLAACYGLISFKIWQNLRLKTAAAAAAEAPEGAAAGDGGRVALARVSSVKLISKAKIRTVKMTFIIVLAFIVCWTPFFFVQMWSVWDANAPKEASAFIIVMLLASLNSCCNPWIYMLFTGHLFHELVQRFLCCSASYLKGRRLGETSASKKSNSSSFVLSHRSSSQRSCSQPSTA
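Material: human OTR in CHO cells. Compound: 3.0 µM, one dose. Timing: compound 6 min at room temperature before oxytocin, 100 s read. Evaluation: % activation of max/min ratio relative to oxytocin controls. Replication: single well per compound, singlicate. Signal: Fluo-8 calcium dye fluorescence.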
The depositor's hits bear a star; x = no result given.

SMILES	CHO-K1 Ca antag	CHRM1 PAM	M4 ag	CHO parental Ca	M1 antag	CHO-K1 Ca ag	CHRM4 antagonist	M1 ag	OXTR potentiator
CN1C[C@@H]2[C@@H]3C(=O)N(Cc4ccccc4)C(=O)[C@@H]3[C@](Cc3ccccc3)(C1=O)N2C(=O)c1ccc(C(C)(C)C)cc1	-3	-4	7	x	7	1.5	8	-1	x
O=C(NCc1ccc(Cl)cc1)C1CCN(c2cnccn2)CC1	-14	9	1	-13	-15	-0.2	10	-6	-9
COCCNC(=S)N/N=C(\C)c1cccc(OC)c1	-17	-4	1	-7	12	-0.3	3	-1	-5
Cc1ccccc1NC(=O)N1CCN(C/C=C/c2ccccc2)CC1	-7	-1	1	-11	-2	0.6	6	-7	0
CN1CCN(c2ccc(CNC(=O)c3ccc(-c4cnn(C)c4)c4ccoc34)cc2)CC1	-6	-1	1	x	-4	0.8	0	-7	x
O=C(CS(=O)(=O)Cc1ccccc1)Nc1nnc(C(F)(F)F)s1	-13	7	0	-10	-7	-0.2	-8	1	-13
O=C(O)c1ccc(N/N=C/c2cn(Cc3ccccc3F)c3ccccc23)cc1	9	-2	12	13	5	23*	-5	5	-9
Clc1ccc2c(N/N=C/c3cccc(Br)c3)ccnc2c1	-1	-9	3	8	9	3.7	-3	-7	-6
CC(=N/O)/C(=N\O)c1ccc(C)o1	1	5	0	0	-2	-0.1	-5	-1	-6
CC(NCc1ccc2c(c1)OCO2)c1ccccc1 (stereo unspecified)	-7	3	1	-12	-8	1.0	0	-7	-9
COc1ccc(NC(C)=O)c2nc(C)c(C)nc12	-3	9	0	-1	-8	0.1	-3	-5	0
Cc1cccc(C)c1NC(=O)CS(=O)CC(=O)NCC1OCCc2ccccc21 (stereo unspecified)	-3	2	1	-14	4	-0.5	-6	-1	-2
Cn1nnnc1SCC(=O)Nc1ccccc1Cl	-8	0	1	-1	-6	0.3	-5	-1	-10
Oc1ccc(-c2csc(Nc3ncccn3)n2)cc1O	-6	6	5	x	-9	1.4	-6	-4	x
COc1ccc(CCN2CC(C(=O)NCCN3CCCC3=O)CCC2=O)cc1 (stereo unspecified)	-14	10	1	-13	-13	2.1	-7	-1	-7
CCCc1ccc2oc(C(=O)N3CCN(CCC(N)=O)CC3)c(C)c2c1	-6	9	2	-2	-15	0.9	9	-6	-13
CCN(CC)C(=O)Cn1cc(C(=O)C(=O)NCCc2ccccc2)c2ccccc21	-5	22	3	-19	-15	1.4	-6	-1	-7
Cc1cccc(NCc2nc3ccccc3n2C)c1	-26	10	2	-2	-37	1.6	5	-2	-10
COc1ccc(NC(=O)COC(=O)[C@@H]2CCCN2C(=O)c2cccs2)cc1	-3	10	4	-19	-10	3.5	8	-6	1
COc1ccc(-c2nnn(-c3ccc(Cl)cc3Cl)c2N)cc1	1	-3	1	-16	7	0.4	-1	-3	-7
COc1ccc(CCN(C)c2ccc(S(=O)(=O)N3CCCC3)cn2)cc1OC	-12	8	3	-9	-2	1.1	3	-2	-6
Cc1nc2c(C)cccc2c2c1CCS2	-9	4	0	-14	-1	0.8	-3	-6	-3
COc1ccc(CNS(=O)(=O)c2ccc(-c3cc(C)no3)cc2)cc1	-7	3	8	-14	-15	6.0	-7	-1	-6
CCOc1cc2[nH]c(=O)n(CCCCCC(=O)NC3CCCC3)c(=O)c2cc1OCC	11	6	0	-9	7	0.1	-7	0	-2
O=C(Nc1cc(S(=O)(=O)N2CCOCC2)ccc1OCC(F)(F)F)c1ccc(N2CCCC2=O)cc1	-4	6	1	-14	-3	0.3	7	-5	-9
COc1ccc(C(=O)N(C)CC2CCN(CCc3cccc(C(F)(F)F)c3)CC2)cc1C	-12	-10	1	-24	7	0.5	23	-11	3
Cc1cccc(C(CC(=O)N2CCCCC2)c2ccccc2)c1O (stereo unspecified)	11	3	2	-17	-7	0.7	8	-8	4
O=C(CN(Cc1ccco1)C(=O)c1ccc(F)cc1F)Nc1ccccc1C(F)(F)F	-3	7	1	-6	-2	-0.2	-10	-2	-3
O=C(O)c1ccccc1C(=O)NNc1ccc(Cl)cc1Cl	-1	7	2	-2	-6	0.0	-2	-8	-17
CN(C)c1ccc(C(=O)OCC(=O)NCC2CCCO2)cc1 (stereo unspecified)	-7	8	2	-8	-12	0.6	6	-6	0
COc1cc(CCC(=O)OCc2ccccc2C#N)cc(OC)c1OC	-1	1	0	1	2	1.3	10	-1	-8
O=C(O)C1C2C=CC(O2)C1C(=O)NCCc1cccc(Cl)c1 (stereo unspecified)	-11	3	0	17	-3	1.0	6	0	-6
COc1ccc(CCNC(=O)[C@@H](NC(=O)c2ccccc2F)C(C)C)cc1OC	-11	6	1	-6	0	0.8	0	-5	-8
COc1ccc(-c2csc(C)n2)cc1Br	-12	5	2	4	3	0.9	-10	-5	-12
O=Cc1ccccc1Oc1ccccc1	-9	2	0	3	-2	0.2	1	-3	-15
Cc1ncc(CN2CCC(CO)(CCOc3ccccc3)CC2)s1	-5	1	0	-17	-2	0.2	0	-6	-7
O=C(CCCN1C(=O)c2ccccc2C1=O)Oc1ccc(Cl)cc1	-11	2	4	-14	-4	1.6	-1	-5	-2
CN1CCN(C(=S)NC(=O)c2ccc(S(=O)(=O)N3CCOCC3)cc2)CC1	20	-1	-1	-2	7	-0.3	6	-4	-6
COc1cc(OC)cc(C(=O)NCc2nc(-c3ccccc3)no2)c1	-2	6	3	10	0	2.8	1	-4	-9
CCOC(=O)c1c(C)[nH]c(C)c1C(=O)COC(=O)C1CCCN1S(=O)(=O)c1ccccc1F (stereo unspecified)	5	2	6	-5	4	1.6	-4	0	-9
O=C(Nc1ccc(Br)cn1)c1cccc2c1-c1ccccc1C2=O	-1	3	0	-8	1	-0.2	-2	-5	-18
O=C(Nc1ccccc1C(=O)NCCCn1ccnc1)c1ccccc1	-6	-1	1	-13	-1	1.0	1	-6	-6
Cc1ccc(CNC(=O)C2CCCN2C(=O)NCc2ccccc2)cc1 (stereo unspecified)	-7	8	1	-22	-10	0.0	0	-2	-11
Cc1ccc(C(=O)N2CCCCC2)cc1S(=O)(=O)N1CCCC1	-4	15	1	-13	-23	1.2	-1	-2	-1
O=C(N1CCc2[nH]c3ccccc3c2C1)C(F)(F)F	8	-12	0	-3	8	-0.1	8	46*	-12
Cc1ccc2c(C)c(C(=O)NCc3ccc(S(N)(=O)=O)cc3)oc2c1	-1	-5	7	-10	6	5.7	2	-3	-6
NC(=O)COC(=O)c1ccccc1SCC(=O)NC1CCCCCC1	-6	12	2	-23	-8	1.0	-4	-2	-6
COc1cc2cc(C(N)=O)c(N)nc2cc1OC	-1	1	0	-1	-1	0.0	5	-3	-14
O=C(CSc1nc2ccccc2n1CCc1ccccc1)N1CCOCC1	-1	-6	2	-14	14	1.3	5	-7	0
CN(Cc1ccccc1)C(=O)COC(=O)CN1C(=O)c2ccccc2C1=O	-12	2	2	-21	-3	1.3	8	-6	-7
Cc1ccc(CN(C(=O)COc2ccc(Br)cc2)C2CCS(=O)(=O)C2)o1 (stereo unspecified)	-5	0	4	-13	2	1.8	7	-2	-6
CCOc1cc(N2CCOCC2)c(OCC)cc1NS(=O)(=O)c1ccc2c(c1)CC(=O)N2	-3	6	1	x	-14	0.1	-6	-2	x
COc1cc(/C=N/NC(=O)C(=O)NCc2ccco2)ccc1O	2	2	-2	-3	-12	-1.0	-18	-6	0
CCOC(=O)c1ccc(NC(=O)CCc2c(C)nc3ncnn3c2C)cc1	-4	7	0	-10	-6	-0.3	17	-6	5
Fc1ccccc1CSc1nnc(-c2cnccn2)n1Cc1ccco1	4	3	1	-12	-4	0.4	14	-6	-3
Cc1nn(CC(O)Cn2cnc3c2c(=O)n(C)c(=O)n3C)c(C)c1Br (stereo unspecified)	18	-5	2	4	4	0.0	4	-2	-9
COc1ccc(C(=O)N2CCC(O)(c3ccc(Cl)cc3)CC2)cc1OC	3	3	11	-24	-5	3.5	-4	-2	-5
O=C1CC(=C(c2ccccc2)c2ccccc2)C(=O)N1CCCCN1CCN(c2cccc(Cl)c2)CC1	-2	-8	-2	-31	39*	-0.3	40*	7	-9
CCCCN(C(=O)C1=COCCO1)c1c(N)n(Cc2ccccc2)c(=O)[nH]c1=O	-2	14	1	-11	-16	-0.4	-17	0	-5
CC(C)(C)OC(=O)C1=C(CO)CS[C@@H]2[C@H](NC(=O)Cc3ccccc3)C(=O)N12	-3	2	0	0	-2	0.2	-10	-3	x

Five entries out of the list, sorted by SMILES length, highest first:
SMILES	CHO-K1 Ca antag	CHRM1 PAM	M4 ag	CHO parental Ca	M1 antag	CHO-K1 Ca ag	CHRM4 antagonist	M1 ag	OXTR potentiator
CCOC(=O)c1c(C)[nH]c(C)c1C(=O)COC(=O)C1CCCN1S(=O)(=O)c1ccccc1F (stereo unspecified)	5	2	6	-5	4	1.6	-4	0	-9
CCOc1cc(N2CCOCC2)c(OCC)cc1NS(=O)(=O)c1ccc2c(c1)CC(=O)N2	-3	6	1	x	-14	0.1	-6	-2	x
COc1cc(CCC(=O)OCc2ccccc2C#N)cc(OC)c1OC	-1	1	0	1	2	1.3	10	-1	-8
Cc1cccc(C(CC(=O)N2CCCCC2)c2ccccc2)c1O (stereo unspecified)	11	3	2	-17	-7	0.7	8	-8	4
COCCNC(=S)N/N=C(\C)c1cccc(OC)c1	-17	-4	1	-7	12	-0.3	3	-1	-5

Later entries
SMILES	CHO-K1 Ca antag	CHRM1 PAM	M4 ag	CHO parental Ca	M1 antag	CHO-K1 Ca ag	CHRM4 antagonist	M1 ag	OXTR potentiator
O=C(NCC1CCCO1)C12CN(Cc3ccccc3)CC1C(c1cccc([N+](=O)[O-])c1)=NO2 (stereo unspecified)	-18	6	3	-17	0	0.5	-3	-4	-8
CCOc1ncccc1C(=O)Nc1cc(S(=O)(=O)N2CCOCC2)ccc1OCC(F)(F)F	4	7	2	-20	-17	-0.3	1	-2	1
O=C(Cc1ccccc1)NC(NNc1ccccc1)(C(F)(F)F)C(F)(F)F	-7	2	-2	-30	0	0.5	-2	-3	-7
CCOc1ccc(C2=C(C=Nc3c(C)n(C)n(-c4ccccc4)c3=O)C(c3ccc(F)cc3)c3ccccc3O2)cc1 (stereo unspecified)	0	-1	-1	-14	-1	0.2	-7	-5	-9
O=[N+]([O-])c1cccc(C2NCC(c3ccccc3Cl)c3c2[nH]c2ccccc32)c1 (stereo unspecified)	0	1	5	50*	0	1.8	2	-8	-22
O=c1c([N+](=O)[O-])c(N2CCOCC2)c2ccccc2n1Cc1ccccc1	-2	-2	2	-12	3	1.1	5	-7	2
COc1ccc(NC(=O)c2cc3c(Cl)nc4ccccc4c3s2)c(OC)c1	-1	3	2	-7	-7	0.3	-4	-5	-4
CCOC(=O)c1cnc2c(-c3ccccc3)cnn2c1C	14	5	0	-14	-3	12	0	-9	-13
CCC(C)n1cnc2c(c1=O)c1nc3ccccc3nc1n2Cc1ccccc1OC (stereo unspecified)	8	0	1	-18	5	1.2	15	-4	-13
COc1cc(/C(C)=N\NC(N)=S)cc(OC)c1OC	-12	11	2	-2	-8	0.9	-6	-2	-2
COCC1CCCCN1C(=O)c1cc(COc2ccc(C)c(C)c2)on1 (stereo unspecified)	2	-8	3	x	3	1.6	-2	-1	x

Bioassay records from PubChem.

Rows were taken by chance, and some 2.9% of all compounds hit somewhere here.
